# IDH1 R132H inh: inhibitors of human mutant IDH1 R132H | IDH1-R132H enzyme, NADPH consumption, diaphorase/resazurin fluorescence | O75874 | AID 602179 | Potency, µM (doses to about 76.6 µM), inactives show at the top dose activity change, negative = inhibition, usual class: inhibitors | 390,000 tested, 0.093% active; further: potency means the concentration at half of the fitted maximal effect; on the % scale 0 is the no-effect control and ±100 the full control effect; nearly all actives have a fitted effect of over 65% in size
#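 IDH1-R132H (0.5 ug/mL dispensed) in pH 7.5 Tris buffer was preincubated 30 min with compound, then given a substrate mix of 0.016 mM NADPH and 2 mM alpha-KG for 80 min at room temperature; remaining NADPH was read by diaphorase/resazurin fluorescence.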
# Tb PGK inh: T. brucei PGK inhibition | P07378 | PGK/GAPDH coupled, Kinase-Glo luminescence, 60 min | Potency, µM (top dose mostly 57.5 µM), inactives show top-dose activity change, negative = inhibition, usual class: inhibitors | 380,000 tested, 0.043% active | AID 602233; further: potency means the concentration at half of the fitted maximal effect; on the % scale 0 is the no-effect control and ±100 the full control effect; nearly all actives have a fitted effect of over 60% in size
#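 Recombinant glycosomal PGK reaction used 1,3-bisphosphoglycerate generated in-well by GAPDH (100nM final) in 100mM TEA pH 7.6, 5mM MgCl2, 0.01% Tween-20. After 60 minutes at room temperature, ATP was read by Kinase-Glo Plus luminescence end-point.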
# TrxR1 substrate: rat thioredoxin reductase 1 substrate activity | purified TrxR1 substrate turnover, NADPH consumption readout | Potency, µM (titrated, usually from 114 µM), for inactives: at the highest dose activity change, negative = substrate turnover | 390,000 tested, 0.01% active | AID 588456; further: potency means the concentration at half of the fitted maximal effect; on the % scale 0 is the no-effect control and ±100 the full control effect; nearly all actives have a fitted effect of over 50% in size
#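 Rat TrxR1, dispensed at 90 nM, was prereduced with 400 uM NADPH (final) for 5 min at ~22 deg C, then incubated with compound 15 min before 400 uM selenite. A first-read NADPH fluorescence drop versus no-compound background flagged substrates.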
# PI4K2A inh: PI4K2A (human) kinase inhibition. Q9BTU6. purified PI4K2A, ADP-Glo luminescence, 1 h; hits give low values. activity change, negative = inhibition, % at 76.9 µM. 420,000 tested, 0.13% active. AID 1346378; in the data active means activity change below about -50%; inconclusive means mostly about -30% to -49%;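 further: -100% = wells without enzyme as full effect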
#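 Compounds are screened against recombinant PI4K2A using PI as substrate and ATP, the latter dispensed at 300 microM. Reactions run one hour at ambient temperature before ADP-Glo detection; full inhibition defined by wells lacking enzyme.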
# HP1b chromo inh: blocks HP1-beta chromodomain binding to methylated histone tails | P83916 | AlphaScreen HP1-beta / biotin-H3K9me3 peptide binding | Potency, µM (doses to about 114 µM), for inactives: at the top dose activity change, negative = inhibition, most hits filed as inhibitors | 390,000 tested, 0.56% active; further: potency means the concentration at half of the fitted maximal effect; nearly all actives have a fitted effect of over 70% in size; inactives centre near 23
# Target sequence (P83916 whole entry, looked up): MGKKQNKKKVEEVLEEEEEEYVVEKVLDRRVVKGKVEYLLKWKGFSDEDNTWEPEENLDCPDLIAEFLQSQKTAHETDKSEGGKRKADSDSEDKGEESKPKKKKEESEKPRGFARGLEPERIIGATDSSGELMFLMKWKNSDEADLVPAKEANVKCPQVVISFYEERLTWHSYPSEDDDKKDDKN
#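 Compound inhibition of the preformed complex between 50 nM HP1-beta and 50 nM biotinylated H3K9me3 peptide was read by AlphaScreen. Buffer was PBS pH 7.4 with 0.01% Tween-20. Incubations ran 30 min at room temperature, with 10 ug/mL donor/acceptor beads.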
# GLS inh: blocks human kidney-isoform glutaminase activity | O94925 | GLS enzymatic activity, qHTS titration | Potency, µM (top dose mostly 45.5 µM), for the others: at the highest dose activity change, negative = inhibition, hits mostly inhibitors | 410,000 tested, 0.21% active | AID 624170; further: potency means the concentration at half of the fitted maximal effect; on the % scale 0 is the no-effect control and ±100 the full control effect
# Target sequence (O94925 whole entry, looked up, canonical isoform): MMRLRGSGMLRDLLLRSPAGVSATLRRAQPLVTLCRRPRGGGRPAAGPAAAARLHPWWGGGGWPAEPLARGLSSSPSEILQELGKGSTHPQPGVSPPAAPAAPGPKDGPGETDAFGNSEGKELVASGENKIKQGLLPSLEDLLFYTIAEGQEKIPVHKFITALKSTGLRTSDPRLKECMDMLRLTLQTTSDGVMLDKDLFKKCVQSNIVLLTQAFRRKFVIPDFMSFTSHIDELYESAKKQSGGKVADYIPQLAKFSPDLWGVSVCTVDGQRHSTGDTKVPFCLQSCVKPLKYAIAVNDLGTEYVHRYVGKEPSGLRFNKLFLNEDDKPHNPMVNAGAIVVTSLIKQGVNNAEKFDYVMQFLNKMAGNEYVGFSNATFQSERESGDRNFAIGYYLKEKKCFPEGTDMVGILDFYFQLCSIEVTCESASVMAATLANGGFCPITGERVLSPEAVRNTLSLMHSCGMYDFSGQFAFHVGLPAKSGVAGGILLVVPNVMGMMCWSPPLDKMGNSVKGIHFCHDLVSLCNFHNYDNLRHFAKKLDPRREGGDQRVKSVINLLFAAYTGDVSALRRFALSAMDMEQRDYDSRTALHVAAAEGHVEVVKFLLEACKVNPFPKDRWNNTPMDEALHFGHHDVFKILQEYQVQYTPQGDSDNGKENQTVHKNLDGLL
#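 hKGA; 45 mM KH2PO4 pH 8.2 + 0.02% Tween-20; cpd via pin tool; 1 mM Gln soln; GluOx/HRP/Amplex Red; RT 30 min; fluor. t0 & final.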
# USP1 inh: inhibitors of human USP1/UAF1 deubiquitinase; O94782; recombinant USP1/UAF1, Ub-Rhodamine cleavage fluorescence; Potency, µM (series often up to 57.1 µM), inactives show at the top dose activity change, negative = inhibition, hits mostly inhibitors; 390,000 tested, 0.23% active; AID 743255; further: potency means the concentration at half of the fitted maximal effect; on the % scale 0 is the no-effect control and ±100 the full control effect; nearly all actives have a fitted effect of over 60% in size; inactives centre near -12
#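 In this screen, compounds sit with the deubiquitinase complex (1nM) for 15 min at room temperature before Ub-Rho is added at 150nM final. Fluorescence rise is then followed for 6 reads every 60 seconds.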
# Pin1 inhibitor: inhibitors of human Pin1. Pin1 FP peptide displacement, HiFluor488, 10 min. Potency, µM (series often up to 115 µM), for inactives: at the top dose activity, negative = inhibition, most hits filed as inhibitors. 390,000 tested, 0.009% active. AID 504891. Q13526; active means well fitted inhibition curve with a large enough effect in the polarisation, with a control signal flat, not every such curve was filed as active; inconclusive means small, poorly fitted or top-dose-only effect, or effect the other way, or a change in a side signal; inactive means no such curve, though single readings can be large or run the other way; the % refers to the polarisation; further: potency means the concentration at half of the fitted maximal effect; on the % scale 0 is the no-effect control and ±100 the full control effect
# Target sequence (Q13526 whole entry, looked up): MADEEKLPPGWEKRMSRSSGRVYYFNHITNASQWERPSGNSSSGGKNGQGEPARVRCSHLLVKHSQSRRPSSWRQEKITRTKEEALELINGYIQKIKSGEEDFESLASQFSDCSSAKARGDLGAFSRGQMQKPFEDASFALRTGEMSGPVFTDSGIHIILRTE
# rTrxR1 inhibitor: inhibitors of rat thioredoxin reductase 1 | recombinant rTrxR1, NADPH fluorescence consumption, selenite substrate | 390,000 tested, 1% active | AID 588453 | Potency, µM (top dose mostly 114 µM), for inactives: at the top dose activity change, negative = inhibition, most hits filed as inhibitors; further: potency means the concentration at half of the fitted maximal effect; on the % scale 0 is the no-effect control and ±100 the full control effect; nearly all actives have a fitted effect of over 65% in size
#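 Rat TrxR1 (90 nM in the dispensed reagent) was pre-reduced with 400 uM NADPH for 5 min at room temperature, then incubated with compound for 15 min. After 400 uM selenite was added, NADPH fluorescence (Ex 340/Em 450 nm) was followed for 8 min.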
# * marks the source's active call; other numbers are inactive results; i = inactive; ? = inconclusive; . = not tested or not shown; & = joins results of further samples; [ ] = another dose, or the depositor's remark. Unless noted, the call rests on the fitted dose curve; in most records, active means well fitted curve in the direction sought with a large enough effect; inconclusive means small, poorly fitted or top-dose-only effect, or another doubt; inactive means no such curve, though single readings can be large; an effect the other way counts as inactive or inconclusive. The list is partial; rates above refer to the full screens.
SMILES,IDH1 R132H inh,Tb PGK inh,TrxR1 substrate,PI4K2A inh,HP1b chromo inh,GLS inh,USP1 inh,Pin1 inhibitor,rTrxR1 inhibitor
CCOC(=O)c1oc2ccccc2c1COC(=O)C(C)NC(=O)c1ccco1 (centres undefined),-14%,-7%,-5%,2,19%,2%,-3%,2%,-9%
COC(=O)c1c(C)nc(C)c(C(=O)OC)c1-c1ccc(OC)cc1,-2%,-1%,3%[57.1 µM],0,45%[activator],-26%,3%,3%,13%[57.1 µM]
C#C[C@]1(O)CCC2C3CCC4=Cc5oncc5CC4(C)C3CCC21C (some centres undefined),?,9%,6%,1,43%,-2%,-28%,11%,18%
CN(C)CCN(Cc1cccs1)S(=O)(=O)c1csc(C(N)=O)c1,-4%,0%,2%,-3,25%,9%,-6%,0%,18%
O=C(CSc1ccccc1)N1CCc2c([nH]c3ccccc23)C1c1ccc(Cl)cc1 (centres undefined),0%,i,-1%[57.1 µM],-5,-1%[57 µM],-8%,0%,7%,32%[57.1 µM]
CC(=O)c1ccc(N2CCN(C(=O)Nc3ccc(F)cc3F)CC2)cc1,-10%,3%,-2%,13,35%,-1%,-23%,1%,-18%[57.1 µM]
COc1cnc(SCc2ccc(Cl)cc2Cl)nc1Cl,-3%,-4%,-3%,-2,254%[activator],3%,-13%,4%,13%
Cc1noc(C)c1COc1ccccc1C(=O)NC(C)c1ccc(F)cc1 (centres undefined),4%,1%,1%,-3,21%,-5%,-10%,-5%,0%
NC(=O)CCSC(=S)N1CCOCC1,10%,i,10%,1,53%[activator],-2%,-17%,0%,25%
O=C1C2C3C=CC(c4ccccc4)(C2C(=O)N1c1cccc(Cl)c1)C1C(=O)N(c2cccc(Cl)c2)C(=O)C31 (centres undefined),-5%,34%[activator],-4%,-1,40%[activator],16%,-4%,0%,-8%
CCc1nc(SCC(=O)NCc2ccco2)c2c(=O)n(C)c(=O)n(C)c2n1,-1%,-1%,7%[57.1 µM],-4,24%,-1%,5%,31%[activator],1%[57.1 µM]
Cc1cc(=O)c2ccccc2n1Cc1ccccc1,14%,-3%,-3%,-3,39%,5%,-8%,-2%,3%
O=S(=O)(Nc1cccc2cccnc12)c1ccccc1,26%,6%,-3%&11%,-2,24%[57 µM],0%,-2%,?,4%&29%
Cc1ccc([N+](=O)[O-])c2c1C(N1CCCCC1)C(C)(C)O2 (centres undefined),4%,-2%,-6%,2,22%,11%,-10%,0%,3%
N/C(=N\OS(=O)(=O)c1ccc(Cl)cc1)c1ccncc1,1%,.,8%[57.1 µM],-2,-17%,4%,-14%,-3%,11%
CCOc1ccc(NC(=O)c2c(NC(=O)c3ccccc3Br)sc3c2CCC(C)C3)cc1 (centres undefined),-9%,-7%,-5%,3,-20%,-12%,-12%,-4%,-27%
CSc1nsc(/C=C/Nc2ccc(C)cc2)c1C#N,7%,0%,-6%,-13,15%,0%,?,?,-24%
Cc1nnc(NS(=O)(=O)c2ccc(N=Nc3ccc(N)nc3N)cc2)s1,3%,-17%,-22%,?,?,27%,-16%,-10%,-26%
CCOc1cc(/C=C2\SC(N3CCCCC3)=NC2=O)ccc1O,6%,3%,-5%[57.1 µM],-1,?,13%,-12%,89%[activator],-13%[57.1 µM]
Cc1ccc(/C=N/NC(=O)CN2C(=O)CSc3ccccc32)o1,1%,-6%,-1%[57.1 µM],-5,25%,-13%,1%,10%,-11%[57.1 µM]
CCOc1ccccc1NC(=O)c1ccc2c(Cl)c3c(nc2c1)CCC3,-8%,-1%,-2%,4,26%,-8%,-21%,-1%,-1%
O=C(NNC(=O)c1cc2ccccc2cc1O)Nc1ccc(Br)cc1,1%,i,22%,3,17%,-24%,-22%,1%,22%
CCn1nc(C)c(Br)c1-c1nc(CS(=O)(=O)c2ccsc2)no1,3%,-2%,0%,-2,55%[activator],9%,-5%,6%,14%
COc1cc(NC(=O)CSc2nc3ccccc3c(=O)n2C)ccc1NC(=O)c1ccco1,-1%,3%,5%,-6,39%[activator],-2%,-10%,-2%,-10%
COCCn1c(CNC(=O)c2cc([N+](=O)[O-])ccc2Cl)nc2cccnc21,0%,i,-5%[57.1 µM],1,15%[57 µM],-2%,-18%,1%,5%[57.1 µM]
CCOc1ccc(NC(=O)CSc2nccn2Cc2ccco2)cc1,11%&1%,-7%,2%,-1&-2,-7%,-8%&2%,?,-8%&-4%,8%
Cc1cc(C(F)(F)F)nn1CC(=O)Nc1ccc2c(c1)OCO2,-2%,-1%,3%,1,21%,0%,-23%,-11%,17%
CCCCCCCN1C(Nc2ccccc2)=NC[C@@H]1CC(C)C,3%,0%,-5%,1,67%[activator],0%,20%,-13%,12%
CCCc1nnc(NC(=O)CN2C(=O)C3C4C=CC(C4)C3C2=O)s1 (centres undefined),19%,-4%,9%,7,25%,-7%,-16%,-3%,16%
COc1ccc(OC)c(NC(=O)c2cccc(S(=O)(=O)N3CCN(C(C)=O)CC3)c2)c1,1%,-9%,5%[57.1 µM],-5,29%,-11%,-10%,3%,4%[57.1 µM]
O=C(O)c1cnn(-c2ccccc2)c1-c1ccccc1,6%,-2%,7%,-1,22%,9%,-9%,6%,3%[57.1 µM]
CC(C)C(=O)N1CCN(c2ccc(NC(=O)COc3ccccc3[N+](=O)[O-])cc2)CC1,7%,6%,2%[57.1 µM],5,26%,1%,-11%,-2%,6%[57.1 µM]
O=C(CSc1cn(CCNC(=O)c2cccs2)c2ccccc12)NC1CCCCC1,2%,9%,-1%[57.1 µM],1,29%,2%,-3%,?,-2%[57.1 µM]
Cc1cc(C)c2nc(/N=C(\N)NC(=O)Nc3ccccc3)nc(C)c2c1,-6%,-1%,-9%,3,-7%,2%,-2%,24%,-7%
COc1ccc(N2CCN(c3nccs3)CC2)cc1,1%,i,0%,-1,-10%,27%,?,-1%,1%
Cc1cc(C(=O)COc2ccc(C#N)cc2)c(C)n1C1CC1,0%,10%,-2%,0,29%,-6%,-18%,0%,4%
CC(OC(=O)c1cccc([N+](=O)[O-])c1)C(=O)N1CCc2ccccc21 (centres undefined),4%,-10%,-2%,8,10%,-10%,-14%,0%,7%
COc1ccc2oc(C(=O)OCC(=O)N3CCCC(C)C3)c(C)c2c1 (centres undefined),0%,-1%,76%[activator],-1,19%,9%,-8%,1%,6%
CC(C)(C)NC(=O)NC(=O)Cn1cc(C(F)(F)F)ccc1=O,1%,-1%,1%,-1,55%[activator],-10%,-18%,-2%,18%
Cn1nccc1C(=O)OCC(=O)Nc1ccccc1Cl,0%,0%,-13%,-4,2%,0%,4%,-1%,-20%
CCOC(=O)C1CCN(S(=O)(=O)c2cccc(-c3cn4cc(Cl)ccc4n3)c2)CC1,2%,4%,6%,-5,36%,-3%,-16%,34%[activator],17%
Cn1ncc(Br)c1C(=O)Nc1c(F)c(F)cc(F)c1F,7%,-4%,7%,-2,32%,0%,-9%,-4%,-8%
Cn1c(=NC(=O)C2CC2)sc2cccc(F)c21,3%,-6%,6%[57.1 µM],0,20%,-6%,-2%,4%,8%[57.1 µM]
CCc1ccc(N(C(=O)c2snc(C(N)=O)c2N)C(C(=O)NCC2CCCO2)c2cccs2)cc1 (centres undefined),-4%,-7%,10%,-2,28%,-9%,-23%,8%,1%
CC1CCc2c(sc(N)c2C(=O)OC(C)C)C1 (centres undefined),3%,2%,1%,-8,?,8%,-22%,0%,-4%
O=C(CCl)N1CCN(CC(=O)N2CCCC2)CC1,-2%,-1%,4%,-6,44%[activator],5%,-19%,-1%,?
O=C(Cn1ncc2c(=O)oc3ccccc3c21)NCc1ccccc1Cl,-2%,i,-4%,-3,8%,-7%,-16%,-10%,6%
COc1cccc2sc(NNC(=O)C3=COCCO3)nc12,16%,-10%,8%[57.1 µM],0,36%,?,-19%,-5%,17%[57.1 µM]
O=C(c1cnn(C(=O)c2cccc(S(=O)(=O)N3CCOCC3)c2)c1)c1cc(Cl)cc(Cl)c1O,-4%,-1%,-3%,1,11%,0%,-11%,8%,?
Nc1cc(N)nc(SCC(=O)NCc2ccco2)n1,-1%,0%,-5%,4,27%,-2%,-15%,-2%,20%
COc1ccc(/C=C/C(=O)Oc2cccc(/C=N/NC(=O)c3cccc(F)c3)c2)cc1,0%,i,-8%[57.1 µM],-5,13%,0%,-21%,14%,17%[57.1 µM]
COc1cccc(C(c2c(N)[nH]c(=S)[nH]c2=O)c2c(N)[nH]c(=S)[nH]c2=O)c1,-2%,-9%,6%[57.1 µM],0,20%,-21%,-14%,-2%,1%[57.1 µM]
NS(=O)(=O)c1ccc(CCNC(=O)C2Cc3ccccc3CN2C(=O)c2ccco2)cc1 (centres undefined),-9%,10%,-7%,-9,35%,6%,-2%,13%,?
Cc1ccc(Cl)cc1Nc1sc(C(=O)c2ccccc2)c(N)c1S(=O)(=O)c1ccccc1,0%,i,-1%,-4,41%,-4%,-12%,7%,-12%
